Kir21 inh – inhibitors of mouse Kir2.1 inward-rectifier potassium channel. P35561. HEK293-Kir2.1, FluxOR thallium flux fluorescence; stronger effect = lower value. B-score at 10 µM. 0.85% of 310,000 active. AID 1672;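 active = fluorescence ratio B-score at or below minus 3 SD of library scores, with starting-brightness B-score within 2 SD, cut at about -4.2 in these data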;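 note: channel flux triggered by added potassium and thallium sulfate stimulus; B-score of peak minus minimum fluorescence over baseline after thallium stimulus; more negative B-score means stronger Kir2.1 block with less thallium influx; some compounds called inactive have numbers as strong as hits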
Target sequence (P35561 whole entry, looked up): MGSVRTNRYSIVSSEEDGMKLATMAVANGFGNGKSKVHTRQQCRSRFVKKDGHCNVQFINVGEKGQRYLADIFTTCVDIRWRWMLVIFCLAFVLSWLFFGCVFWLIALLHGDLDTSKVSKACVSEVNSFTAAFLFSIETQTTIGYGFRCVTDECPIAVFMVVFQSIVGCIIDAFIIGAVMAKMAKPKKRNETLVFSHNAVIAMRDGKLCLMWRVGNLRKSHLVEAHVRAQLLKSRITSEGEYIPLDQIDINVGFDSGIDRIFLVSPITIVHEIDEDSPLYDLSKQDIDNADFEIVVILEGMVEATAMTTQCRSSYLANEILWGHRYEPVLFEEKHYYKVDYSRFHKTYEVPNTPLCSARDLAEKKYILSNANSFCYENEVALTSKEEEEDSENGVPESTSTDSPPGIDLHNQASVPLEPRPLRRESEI
STK33 inh – inhibitors of human STK33 kinase | Q9BYT3 | inhibition, % at 10 µM | 0.073% of 320,000 active | purified STK33, MBP phosphorylation, ADP-Glo luminescence;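 active = inhibition at or above 25%, using the most active replicate where run in duplicate; inactive = inhibition below 25%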
Target sequence (Q9BYT3 whole entry, looked up): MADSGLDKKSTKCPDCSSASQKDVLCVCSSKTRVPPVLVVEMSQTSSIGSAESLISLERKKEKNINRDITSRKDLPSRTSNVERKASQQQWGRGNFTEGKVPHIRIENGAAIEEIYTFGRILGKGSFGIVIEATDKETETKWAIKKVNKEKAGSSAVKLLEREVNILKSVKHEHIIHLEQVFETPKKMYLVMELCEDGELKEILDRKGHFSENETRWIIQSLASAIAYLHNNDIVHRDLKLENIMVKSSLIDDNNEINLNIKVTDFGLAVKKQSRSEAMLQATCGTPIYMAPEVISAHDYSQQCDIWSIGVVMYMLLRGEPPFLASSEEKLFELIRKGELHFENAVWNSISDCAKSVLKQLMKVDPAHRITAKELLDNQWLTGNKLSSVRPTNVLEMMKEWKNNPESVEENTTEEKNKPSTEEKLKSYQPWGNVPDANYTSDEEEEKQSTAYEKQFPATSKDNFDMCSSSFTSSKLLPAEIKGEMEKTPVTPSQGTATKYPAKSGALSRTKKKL
KCNQ2 inh – KCNQ2 channel blockers in CHO-K1 cells – cell-based, FluxOR thallium flux, B-score, primary screen (AID 2156); O88943; 20 min; stronger effect = lower value; B-score at 10 µM; 1.1% of 310,000 active;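 active = fluorescence ratio B-score at most minus 3 library SDs, with starting brightness B-score within 2 library SDs, cut at about -5.5 in these data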
Active calls of the source: *; i = inactive; / = not tested or not shown. Not a hit list; any-hit rate near 1.9%.

Kir21 inh,STK33 inh,KCNQ2 inh,mol
-0.02,-0.5,i,CCOC(=O)c1cc2c(=O)n3cccc(C)c3nc2n(Cc2ccco2)c1=NC(=O)c1ccccc1
2,-0.7,i,O=C(NC1(C(F)(F)F)NC(=O)N(c2ccccc2)C1=O)c1cccs1 (stereo not given)
-0.78,0.0,i,Cc1ccc(Nc2c([N+](=O)[O-])cc(C(=O)N3CC(=O)Nc4ccccc43)cc2[N+](=O)[O-])c(C)c1
-2,-0.6,i,CN(C)/C=C1\Cc2ccccc2C1=O
0.29,-0.5,i,O=C(NCC(=O)N1CCN(Cc2ccccc2)CC1)c1ccc(Br)o1
1.5,-1.3,i,COc1ccc(Cl)cc1-c1n[nH]c(=S)n1C
-1.7,-1.8,i,Cc1ccc(SC[C@H](Cc2ccccc2)N2CCN(CC(C)C)CCC2=O)cc1
-1.8,0.2,i,CC1=CC2=NC(=O)/C(=C\c3cc(C)n(-c4cccc(Cl)c4)c3C)C(=N)N2O1
0.27,-0.6,i,CC1CCCCC1NC(=O)c1ccc(S(=O)(=O)N2CCCC2)cc1 (stereo not given)
-0.02,-0.7,i,O=C(Cn1nc(C(F)F)cc1C(F)F)NNC(=S)Nc1ccc([N+](=O)[O-])cc1

(further entries)
Kir21 inh,STK33 inh,KCNQ2 inh,mol
0.08,-2.3,i,COCCCN1C(=O)c2[nH]nc(-c3ccccc3O)c2C1c1ccc(Cl)cc1 (stereo not given)
1.9,-0.1,i,CCCn1c(SC(C(=O)Nc2cccc(OC)c2)c2ccccc2)nc2ccccc2c1=O (stereo not given)
-0.81,-1.5,i,Cc1ccc(S(=O)(=O)N2CCC(C(=O)C3C(=O)CC(C)(C)CC3=O)CC2)cc1
0.01,-0.8,i,CCOCCCNC(=O)C(c1ccc(Cl)cc1)N1CCN(c2ccccc2)CC1 (stereo not given)
0.63,-0.8,i,CCOC(=O)c1cnc(SCCc2ccccc2)nc1N
-0.59,-2.1,i,COC(=O)c1ccc(COC(=O)CNC(=O)c2cccs2)cc1
-0.66,0.3,i,C/C(=N\Nc1nccnc1Cl)c1ccc(O)cc1
0.5,-0.4,i,N=c1c(C(=O)NCC2CCCO2)cc2c(=O)n3ccccc3nc2n1Cc1ccco1 (stereo not given)
-1.2,0.1,i,CSc1nnc(NC(=O)c2ccc(S(=O)(=O)N(C)C)cc2)s1
0.12,1.0,i,O=C(CSc1nc2ccccc2[nH]1)Nc1cccc(S(=O)(=O)N2CCOCC2)c1

Next results:
Kir21 inh,STK33 inh,KCNQ2 inh,mol
0.09,-0.4,i,C#CCSc1nnnn1-c1ccc(OCC)cc1
0.79,-1.6,i,CCC(=O)c1ccc(NC(C)=O)cc1O
-0.1,-0.3,i,O=C(CNCc1ccccn1)Nc1cc(S(=O)(=O)N2CCCCC2)ccc1Cl
1.7,-0.8,i,Cc1csc(NC(=O)CS(=O)(=O)c2ccccc2)n1
-0.44,-0.3,-7.2*,CCOC(=O)c1c(NC(=O)CSc2cn(CC)c3ccccc23)sc2c1CCC2
-1.3,-0.9,i,O=C(NCc1cccnc1)c1ccccc1CCc1ccccc1
-0.06,-0.9,i,CC1CN(C(=O)Nc2ccc3c(c2)OCO3)CC(C)O1 (stereo not given)
-1.1,-6.0,i,CCC(Oc1ccccc1)C(=O)Nc1ccc(S(=O)(=O)N2CCOCC2)cc1 (stereo not given)
1.2,-0.9,i,CC(C)Cc1nnc(NC(=O)CCC(=O)N2CCN(Cc3ccc(F)cc3)CC2)s1
-0.85,-1.1,i,COc1nc(/C=C/N(C)C)c([N+](=O)[O-])c(OC)n1

Continuation.
Kir21 inh,STK33 inh,KCNQ2 inh,mol
0.35,-3.1,-5.7*,Clc1ccc(CSc2nnc(CNc3cccc(Cl)c3)o2)cc1
0.01,0.6,i,COc1ccccc1S(=O)(=O)Cc1ccc(C(=O)N2CCCC2)o1
0.61,-2.9,i,Cc1ccc2nc(-c3cccc(Br)c3)cc(C(=O)Nn3cnnc3)c2c1
-0.21,-0.7,i,Cc1[nH]n(-c2ccccc2)c(=O)c1/C=N/NC(=O)COc1ccccc1[N+](=O)[O-]
0.75,-1.9,i,Cc1ccc(-c2nc(-c3cccnc3)sc2CC(=O)Nc2ccc(C)c(Cl)c2)cc1
0.01,-0.8,i,O=C(COc1cccc(Cl)c1)NNC(=S)Nc1ccccc1
0.26,-4.7,i,O=C(NC1CC2CCCC(C1)N2Cc1ccccc1)C1CCCCC1 (stereo not given)
-0.41,-0.5,i,Cc1cccc(/N=C/c2c(C)[nH]n(-c3ccccc3)c2=O)n1
0.04,0.1,i,COc1ccc(/C=C/C(=O)Nc2c(C)nn(C)c2C)cc1COc1ccc(Cl)cc1Br
-4.6,1.5,i,CCOC(=O)C1(CCC(C)C)CC(CSc2nc3ccccc3[nH]2)OC1=O (stereo not given)

Pulled by compound from above (five):
Kir21 inh,STK33 inh,KCNQ2 inh,mol
0.26,-4.7,i,O=C(NC1CC2CCCC(C1)N2Cc1ccccc1)C1CCCCC1 (stereo not given)
0.04,0.1,i,COc1ccc(/C=C/C(=O)Nc2c(C)nn(C)c2C)cc1COc1ccc(Cl)cc1Br
-0.41,-0.5,i,Cc1cccc(/N=C/c2c(C)[nH]n(-c3ccccc3)c2=O)n1
0.75,-1.9,i,Cc1ccc(-c2nc(-c3cccnc3)sc2CC(=O)Nc2ccc(C)c(Cl)c2)cc1
0.01,-0.8,i,O=C(COc1cccc(Cl)c1)NNC(=S)Nc1ccccc1

(continued)
Kir21 inh,STK33 inh,KCNQ2 inh,mol
-0.03,0.5,i,COc1ccc(N2C(=O)c3cccc4cccc(c34)C2=O)cc1
2.8,-2.6,i,CC1=C(C(=O)Nc2ccccc2C(=O)NCc2ccccc2)SCCO1
0.42,0.5,i,CCOC(=O)c1cnc(SC)nc1Sc1ccccc1
0.19,-1.3,i,CCN(CC)CCNC(=O)c1ccc(NC(=O)C2CC(=O)N(c3ccc4c(c3)OCCO4)C2)cc1 (stereo not given)
-0.78,0.1,i,O=S(=O)(NCc1cc(-c2ccc(Cl)cc2)no1)c1ccc(Cl)cc1
2.6,0.4,i,CC(c1nccs1)N(C)C(=O)CCc1nnc(-c2ccc(-c3ccccc3)cc2)o1 (stereo not given)
0.94,-1.9,i,S=c1[nH]nc(COc2ccccc2)n1/N=C/c1ccco1
-0.18,-2.0,i,CCCCC(=O)Nc1ccc(C(=O)NNC(=O)c2ccccc2Br)cc1
-0.31,-2.6,i,CC12c3ccccc3C(c3ccccc31)C1C(=O)N(Cc3cccnc3)C(=O)C12 (stereo not given)
0.96,-1.7,i,CC(=O)c1ccc(C(=O)N2CCCC(CCC(=O)N(C)CCc3ccccn3)C2)s1 (stereo not given)

(list continues)
Kir21 inh,STK33 inh,KCNQ2 inh,mol
-0.04,/,i,COc1ccc(OC)c(NC(=O)c2ccc3c(=O)n(CCc4ccccc4)c(=S)[nH]c3c2)c1
0.92,-2.0,i,Cn1c(=O)c2c(ncn2CC(=O)Nc2nccs2)n(C)c1=O
-0.44,0.8,i,C[N+](C)(C)CC(=O)N/N=C/c1c2ccccc2cc2ccccc12
0.25,-1.2,i,CCOC(=O)Cn1c(=O)c2c(nc3n2CCCN3Cc2ccccc2)n(C)c1=O
-1,0.8,i,NC(=O)CSc1nnc(CNc2cccc(Cl)c2)n1CCc1ccccc1
1.3,-1.0,i,CCC1C(=O)NCCN1C(=O)c1ccc2nc(Cc3cccc(Cl)c3)oc2c1 (stereo not given)
1.6,-2.6,i,Cc1ccc(NC(=O)Nc2ccc(F)cc2)nc1
0.47,2.7,i,Cc1nnsc1SCCNC(=O)c1ccc(F)cc1
0.49,1.8,i,Cc1ccc(S(=O)(=O)[N-]c2nc3ccccc3nc2-n2cc[n+](CCC(C)C)c2)cc1
-0.47,1.3,i,O=C(Nc1ccc2c(c1)nc1n2CCOC1)c1ccco1

New compounds follow.
Kir21 inh,STK33 inh,KCNQ2 inh,mol
0.1,-2.8,i,Cc1nc(-c2ccccc2)sc1C(=O)Nc1ccccc1F
-0.88,0.5,i,O=S(=O)(Nc1nc2ccccc2nc1Cl)c1cccc(C(F)(F)F)c1
0,0.2,i,O=C(CCCSc1nc2ccccc2[nH]1)NCc1ccccc1
-4.9*,-0.6,i,COc1ccc(C(CNC(=O)C(C)c2ccc3cc(OC)ccc3c2)N(C)C)cc1 (stereo not given)
-0.63,-1.2,i,O=C(O)CSCCc1ccccn1
-1.7,-0.9,i,Cc1cc(C(=O)N2CCCC(N3CCN(c4ccc(F)cc4)CC3)C2)c(C)o1 (stereo not given)
-0.45,0.6,i,O=C1/C(=C\c2ccc(O)cc2)SC(=S)N1/N=C/c1ccc(O)cc1
-2.7,-1.2,i,O=C(c1cccnc1)N1CCN(Cc2ccccc2Br)CC1
-0.89,/,i,Cc1cccn2c(CN(C)CC3Cc4ccccc4O3)c(C(=O)N3CCCCC3)nc12 (stereo not given)
0.66,-0.1,i,NS(=O)(=O)c1ccc(NN=C2CCN(Cc3ccccc3)CC2)c([N+](=O)[O-])c1

Three entries already listed, ordered by the value under Kir21 inh, ascending:
Kir21 inh,STK33 inh,KCNQ2 inh,mol
-0.89,/,i,Cc1cccn2c(CN(C)CC3Cc4ccccc4O3)c(C(=O)N3CCCCC3)nc12 (stereo not given)
-0.88,0.5,i,O=S(=O)(Nc1nc2ccccc2nc1Cl)c1cccc(C(F)(F)F)c1
0,0.2,i,O=C(CCCSc1nc2ccccc2[nH]1)NCc1ccccc1

Carrying on.
Kir21 inh,STK33 inh,KCNQ2 inh,mol
0.23,0.7,i,Cc1cccn2c(=O)c3cc(C#N)c(=N)n(CCCN4CCOCC4)c3nc12
0.59,/,i,CC(=O)Nc1ccc(NC(=O)COc2ccccc2C(=O)Nc2cccc(Cl)c2Cl)cc1
-1.2,-1.6,i,O=C(CNC(=O)Cc1ccccc1)NCC(=O)OCC(=O)c1ccccc1Cl
-3.8,-2.5,i,COc1ccc(CNC(=O)C2CCN(c3nc(OC)nc(OC)n3)CC2)cc1
-3.5,0.4,i,Cc1ccc(Nc2nc(Cl)nc(N(C)C#N)n2)cc1
-0.01,0.7,i,O=C(Cn1cnc2c(nnn2-c2ccc(F)cc2)c1=O)NCc1ccco1
1.1,-0.2,i,CCCCN1CCNC[C@H]1Cc1ccc(O)cc1
-1.9,0.1,i,N#C/C(=C(/O)c1ccccc1F)c1nc2cc(C(F)(F)F)ccc2s1
0.07,-0.4,i,CCC(=O)c1ccc(N2CCN(C(=O)c3ccc(Br)cc3)CC2)c(F)c1
0.01,-1.5,i,CC(c1cccnc1)N(C(=O)Nc1ccccc1)C1CCCCC1 (stereo not given)

Remaining list, next part.
Kir21 inh,STK33 inh,KCNQ2 inh,mol
-0.34,0.0,i,CO/N=C/c1ccc(Oc2ccc([N+](=O)[O-])cc2[N+](=O)[O-])c(OC)c1
0.63,-0.3,i,O=C(CSc1ccc(-c2ccccc2)nn1)NCc1ccco1
0.02,-0.6,i,Cc1cccc(NC(=O)N2CCN(Cc3ccc(Cl)cc3)CC2)c1
0.75,/,i,COc1cccc(NC(=O)CSc2nnc(Cn3cnc([N+](=O)[O-])n3)n2C)c1
-0.86,-1.1,i,CN(C)CCCN(C(=O)c1ccc(S(=O)(=O)N2CCCCCC2)cc1)c1nc2cc3c(cc2s1)OCCO3
-0.68,2.1,i,COCc1nnc(NC(=O)c2cccc(NC(=O)c3ccccc3)c2)s1
-0.68,/,i,COc1c(Cl)ccc(Cl)c1C(=O)NC(=S)N1CCOCC1
1.1,0.1,i,O=C(CCSc1ccccn1)Nc1ccc(Br)cc1
1.1,0.6,i,N#Cc1ncc(Cl)c2ccccc12
0.92,2.4,i,Cc1ccc(C(=O)O/N=C(\N)c2nonc2N)cc1

Other records follow:
Kir21 inh,STK33 inh,KCNQ2 inh,mol
0.04,0.2,i,CCN(CC)c1nc(Nc2ccc(Cl)cc2)nc(OCC#N)n1
0.41,0.3,i,CC(=NCCN1CCNCC1)C1=C(O)CC(C)(C)CC1=O
-2.6,-1.5,i,CCOC(=O)C(C)Sc1nnc2n1C(C)(C)Cc1ccccc1-2 (stereo not given)
-0.22,-2.7,i,CCOC(=O)c1ccc(NC(=O)Oc2ccccc2)cc1
-0.63,2.0,i,NC(=O)c1nsc(C(=O)N(CC(=O)NC2CCCC2)c2cccc(C(F)(F)F)c2)c1N
-0.17,0.0,i,O=C(Nc1nc2c(F)c(F)c(F)cc2s1)c1ccco1
0.53,-0.6,i,COc1ccc2[nH]c(=O)c(C(c3nnnn3C3CCCC3)N(C)C3CCCCC3)cc2c1 (stereo not given)
-0.02,0.9,i,O=C(COC(=O)c1c2c(nc3ccccc13)CCCC2)Nc1ccc2c(c1)OCO2
-1.5,0.2,i,Cc1ccccc1-n1c([C@@H]2C[C@H]2c2ccccc2)n[nH]c1=S
0.29,-0.6,i,COC(=O)c1sc2nc(SCc3cccc(Cl)c3)n(N)c(=O)c2c1C

New compounds follow.
Kir21 inh,STK33 inh,KCNQ2 inh,mol
-0.92,-1.8,i,Cc1cc2oc(C(=O)Nc3c(C)n(C)n(-c4ccccc4)c3=O)c(C)c2cc1Cl
0.9,-0.4,i,CC1CCc2sc(C(=O)NN)cc2C1 (stereo not given)
-0.62,2.9,i,CCn1cc(C(=O)O)c(=O)c2cc(F)c(N3CCN(C(=S)NC(=O)c4cccc(C)c4)CC3)cc21
0.35,-0.7,i,Cc1ccc(Nc2nc(NCC3CCCO3)nc(N)c2[N+](=O)[O-])cc1 (stereo not given)
0.06,1.2,i,Cc1nc(SCC(=O)NC2CC2)c2c(C)c(C)sc2n1
-0.39,0.1,i,O=C(/C=C/c1cccc([N+](=O)[O-])c1)N1CCN(Cc2ccccc2)CC1
-1.1,1.2,i,CC(=O)Nc1ccc(N=Nc2ccc(O)cc2)cc1
-5.5,-0.1,i,Cc1ccc(/C=C/c2ccc(N(C)C)cc2)[n+](C)c1
0.08,3.4,i,CN1/C(=C/C(=O)c2cccs2)Sc2ccccc21

Screening data: PubChem, several laboratories
